Compound activity: PubChem BioAssay, National Center for Advancing Translational Sciences (NCATS)
Cycloheximide cs = affects cycloheximide protein synthesis inhibition readout, counter-screen. AID 2314. max response, %. 300,000 compounds, 12% hits. cell reporter, cycloheximide protein synthesis inhibition counterscreen; in the data active = max response mostly above about 13%, no sharp cut-off; inactive = mostly below about 14%; note: read at 38.3 µM for the half of the compounds with a filed dose; 0% is about no effect
Pf growth 96h = P. falciparum growth inhibition at 96 hour, primary screen for plastid delayed-death inhibitors; P. falciparum luciferase reporter growth, 96 h; Potency, µM (doses to about 28.7 µM), for inactives: at the highest dose activity change, negative = inhibition, usual class: inhibitors; 320,000 compounds, 6.9% hits; note: potency is the fitted concentration of half-maximal effect; % is set by controls: 0 for no effect and ±100 for the full control effect
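P. falciparum expressing integrated firefly luciferase grown in erythrocytes (2% hematocrit, 0.05% parasitemia final) with compounds for 96 hours at 37 C, 5% CO2. Growth inhibition read as loss of luminescence after adding luciferase detection reagent.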
Sm TGR inh = S. mansoni TGR enzyme inhibition; Potency, µM (doses to about 114 µM), without a hit: at the top dose activity change, negative = inhibition, usual class: inhibitors; purified TGR, DTNB reduction, TNB absorbance 405 nm; Q962Y6; 360,000 compounds, 3% hits; AID 485364; note: potency is the fitted concentration of half-maximal effect; % is set by controls: 0 for no effect and ±100 for the full control effect; nearly all actives have a fitted effect of over 60% in size
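Kinetic colorimetric format: TGR-catalysed, NADPH-driven DTNB reduction monitored via TNB absorbance. Enzyme dispensed at 20 nM; compound exposure 15 min at room temperature before reaction start.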
FBPA Giardia inh = Giardia lamblia aldolase inhibition. A8B2U2. purified Giardia FBPA. Potency, µM (titrated, usually from 59.6 µM), inactives show top-dose activity, negative = inhibition, most hits filed as inhibitors. 290,000 compounds, 0.71% hits; note: potency is the fitted concentration of half-maximal effect; % is set by controls: 0 for no effect and ±100 for the full control effect; nearly all actives have a fitted effect of over 55% in size
Target sequence (A8B2U2 whole entry, looked up): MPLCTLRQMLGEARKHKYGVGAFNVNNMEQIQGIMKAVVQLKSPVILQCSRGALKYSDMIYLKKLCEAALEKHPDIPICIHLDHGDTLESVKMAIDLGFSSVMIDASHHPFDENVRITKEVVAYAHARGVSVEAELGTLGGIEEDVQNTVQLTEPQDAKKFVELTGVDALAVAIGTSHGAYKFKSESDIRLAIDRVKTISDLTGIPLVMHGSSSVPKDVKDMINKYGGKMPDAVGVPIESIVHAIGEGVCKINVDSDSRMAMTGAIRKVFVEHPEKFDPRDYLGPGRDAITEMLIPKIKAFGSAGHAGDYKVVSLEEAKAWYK
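40 nM FBPA preincubated 10 min at RT with compound (up to 57.5 uM final), then substrate plus GAPDH/TPI/NAD/arsenate coupling and diaphorase/resazurin added. Fluorescence read after 20 min at RT, 525/598 nm.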
Shiga toxin inh = Shiga toxin inhibition. Vero cells, Shiga toxin protein synthesis inhibition reporter. inhibition, % at 38.7 µM. 290,000 compounds, 9.2% hits; in the data active = inhibition mostly above about 28%, no sharp cut-off; inactive = mostly below about 43%; note: 0% is about no effect
Pf growth 48h = inhibits P. falciparum growth in the first generation, 48 h; P. falciparum luciferase growth in erythrocytes, 48 h; AID 504832; 310,000 compounds, 5.9% hits; Potency, µM (doses to about 28.7 µM), for inactives: at the top dose activity change, negative = inhibition, actives largely listed as inhibitors; note: potency is the fitted concentration of half-maximal effect; % is set by controls: 0 for no effect and ±100 for the full control effect
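Here the parasites carry a stable luciferase gene and grow inside erythrocytes in Albumax-based RPMI medium with compound for one erythrocytic cycle. Activity is scored as loss of luminescent signal.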
* = called active by the depositor; ? = inconclusive; / = no result given; & = joins results of further samples; [ ] = dose if it differs, or a comment. Unless noted, calls come from the whole dose curve; as a rule, active = well fitted curve in the direction sought with a large enough effect; inconclusive = small, poorly fitted or top-dose-only effect, or another doubt; inactive = no such curve, though single readings can be large; an effect the other way counts as inactive or inconclusive.

SMILES	Cycloheximide cs	Pf growth 96h	Sm TGR inh	FBPA Giardia inh	Shiga toxin inh	Pf growth 48h
Cc1ccc(OCc2cc(C(=O)NC(C)Cc3cnccn3)no2)cc1C (configuration not stated)	13	-5%	-15%	3%	8	-16%
CCCN(CCC)c1ccc(CC(=O)NC(C)Cc2ccccc2)cc1 (configuration not stated)	2	-8%	-9%	4%	1	?
Cc1cc2c(c(=O)n1CC1CCCO1)C(c1ccc3c(c1)OCO3)C(C#N)=C(N)O2 (configuration not stated)	-3	?	1%	11%	8	70%[activator]
C=CCN(C(=O)Nc1ccc(Cl)cc1)C1CC(=O)N(c2ccc(OC)cc2)C1=O (configuration not stated)	-2	/	-12%	-1%	-8	-1%
CCc1ccccc1NC(=O)C1CCN(C(=O)c2ccc([N+](=O)[O-])cc2)CC1	1	61%[activator]	6%	-1%	-8	-8%
Fc1cc(F)cc(NC(=S)Nc2ccccc2N2CCOCC2)c1	-1	-5%	/	-1%	-14	-13%
COc1ccc(Cc2nnc(SCC(=O)Nc3ccccc3C#N)o2)cc1	1	?	-21%	/	-21	10%
CC(=O)NC1=NC(=O)/C(=C/N2CCOCC2)S1	1	/	1%	4%	-6	16%
COC(=O)c1[nH]c2ccccc2c1NC(=O)c1c(F)cccc1F	7	-14%	25%	1%	11	-9%
COCCNC(=O)[C@@H]1CCCN1S(=O)(=O)c1cccc2cccnc12	/	51%[activator]	-8%	/	/	?
Cc1cccc(N(C(=O)CNC(=O)c2ccco2)C(C(=O)NC2CCCCC2)c2cccnc2)c1 (configuration not stated)	-1	?	-5%	-1%	-11	-12%
O=C1CCC(C(=O)N(Cc2cccs2)C2(C(=O)NC3CCCCC3)CCCCC2)N1 (configuration not stated)	7	-16%	12%	6%	-16	-13%
COc1ccc(CN2C(=O)CS/C2=N/N=C/c2cccs2)cc1	-3	12%	10%	-7%	1	?
CCC1(c2ccc(F)cc2)NC(=O)N(CC(=O)N2CCc3ccccc3C2)C1=O (configuration not stated)	/	?	-12%	/	/	0%
CC(=O)Nc1ccc2nc(C)n(Cc3ccc(Cl)cc3)c(=O)c2c1	28*	-3%	-8%	4%	53*	5%
O=C(NCc1ccco1)C1CCN(c2nnc(-n3cccc3)s2)CC1	16*	8%	-3%	8%	16	8%
CCC(C)(C)NC(=O)C1CCCN1C(=O)NC1CCCCC1 (configuration not stated)	-4	-28%	-4%	1%	-6	8%
CSCCC(NS(=O)(=O)c1ccc(C)c(C(=O)O)c1)C(=O)O (configuration not stated)	4	38%[activator]	-5%	12%	24	8%
CC1(C)OC(=O)N(c2cccnc2)C1(C)O (configuration not stated)	-3	?	7%	2%	-2	5%
CC1CCN(C(=O)/C(=C\c2ccccc2F)NC(=O)c2ccccc2)CC1	8	28%	-11%	/	-3	3%
O=C(c1ccco1)N1CCN(C(=O)c2ccc(COc3ccc(F)cc3)o2)CC1	-1	-2%	45µM*	-2%	2	-21%
Cc1ccc(S(=O)(=O)N2CCOCC2)cc1NC(=O)c1cc2c(s1)CCC2	-5	?	-8%	2%	-11	/
Cc1cccc(N2CCN(c3cccc(C)c3)C2c2cccnc2)c1	34*	-24%	-15%	-15%	71*	1.9µM*
Cc1cccc(OCC(=O)OCC(=O)NCC2CCCO2)c1C (configuration not stated)	/	-7%	-10%	/	/	-16%
CC(C)(C)NC(=O)Nc1ccc(Cn2cc(C(F)(F)F)ccc2=O)cc1	6	-13%	2%	2%	21	?
N#Cc1c2n(c(=S)n(-c3ccccc3[N+](=O)[O-])c1=O)CCCCC2	-2	?	-2%	?	-5	-11%
O=C(NC1CCCCC1)C(Cc1ccccc1)N1C(=O)C2C3CCC(C3)C2C1=O (configuration not stated)	-5	36%	38%[activator]	0%	-15	1%
C1CCC(C23CC4CC(CC(C4)C2)C3)NC1 (configuration not stated)	-5	?	-1%	2%	-1	-16%
O=C(/C=C/c1ccc(S(=O)(=O)N2CCOCC2)cc1)NC(=S)Nc1ccc(Cl)cc1Cl	-2	-28%	1%	5%	-14	?
C=CCSC1=NC(N)=C(C#N)C2(CCCCC2)C1C(N)=O (configuration not stated)	-2	25%	3%	-2%	4	2%
Cc1ccc(-c2nc(CS(=O)CC(=O)NCc3ccccn3)c(C)o2)cc1 (configuration not stated)	-6	-3%	56µM*	0%	9	/
O=C(NCc1ccc(F)cc1)c1cc(S(=O)(=O)N2CCCCC2)c[nH]1	-2	?	-11%	-4%	-5	-12%
Cc1ccc2cc(/C=N/NC(=O)c3ccccc3O)c(Cl)nc2c1	6	?	1%	-14%	-17	-9%
CC(=O)c1cccc(NC(=S)NC(=O)c2cncc(Br)c2)c1	20*	0%	?	13µM*	31	57%[activator]
O=C1NC(=O)C(=Cc2ccc(Oc3ccc([N+](=O)[O-])cc3)cc2)C(=O)N1	1	60%[activator]	/	?	24	0%
CN(CC(=O)NCc1ccccc1)Cc1cccc(F)c1	-4	29%	1%	10µM*	-3	-96%[0.00184 µM]
O=C(N/N=C/c1ccc([N+](=O)[O-])o1)c1ccc(O)cc1	16	1µM*	10%	?	76	1.7µM*
CN(CC(=O)Nc1ccccc1C(=O)NC1CC1)Cc1cccs1	/	-21%	-10%	/	/	-12%
S=c1[nH]nc(COc2ccccc2)n1/N=C/C(Cl)=C/c1ccccc1	-4	149%[activator]	8%	10%	0	?
C=CCc1ccc(OCCCCCN2CCOCC2)c(OC)c1	0	7%	-26%	-25%	-14	52%[activator]

Compounds listed so far with a furan ring, fused or not, in the order listed:
SMILES	Cycloheximide cs	Pf growth 96h	Sm TGR inh	FBPA Giardia inh	Shiga toxin inh	Pf growth 48h
Cc1cccc(N(C(=O)CNC(=O)c2ccco2)C(C(=O)NC2CCCCC2)c2cccnc2)c1 (configuration not stated)	-1	?	-5%	-1%	-11	-12%
O=C(NCc1ccco1)C1CCN(c2nnc(-n3cccc3)s2)CC1	16*	8%	-3%	8%	16	8%
O=C(c1ccco1)N1CCN(C(=O)c2ccc(COc3ccc(F)cc3)o2)CC1	-1	-2%	45µM*	-2%	2	-21%
O=C(N/N=C/c1ccc([N+](=O)[O-])o1)c1ccc(O)cc1	16	1µM*	10%	?	76	1.7µM*

Other results follow:
SMILES	Cycloheximide cs	Pf growth 96h	Sm TGR inh	FBPA Giardia inh	Shiga toxin inh	Pf growth 48h
Cc1ccc(S(=O)(=O)NCC(=O)OCC(=O)N2CCc3ccccc32)cc1	-4	7%	0%	5%	-15	3%
COc1cc(CCN2C(=O)c3cccc4cccc(c34)C2=O)c(S(=O)(=O)N2CCCCCC2)cc1OC	-3	2.3µM*	7%	-2%	5	?
N/C(=N\OC(=O)COc1ccccc1)c1ccc(Cl)cc1	-1	13µM*	-8%	4%	14	66%[activator]
O=C(C1CCC(CNS(=O)(=O)c2cccc3nsnc23)CC1)N1CC=C(c2ccccc2)CC1 (configuration not stated)	-2	?	-7%	-27%	-9	/
CC(C)=NNc1nc(-c2ccc([N+](=O)[O-])cc2)cs1	22*	-12%	-32%	-6%	18*	-20%
CCOc1ccc2c(c1)C(NC(C)=O)C(=O)N2CCN1CCOCC1 (configuration not stated)	-6	6%	8%	22%	-10	-7%
CCCN1C2CCCC1CC(NC(=O)c1ccc(OC)cc1)C2 (configuration not stated)	1	20%	-2%	0%	/	12%
COc1cc(OC)c2c(-c3ccccc3)cc(=O)oc2c1C(CCN1CCCCC1)c1ccc(N(C)C)cc1 (configuration not stated)	-13&-6	?	-12%	-3%&-2%	-19&-6	10µM*
CCOc1ccc(Br)cc1S(=O)(=O)Nc1cccnc1	-5	12%	-1%	-10%	-4	0%
C#Cc1ccc([C@H]2C=C(C(=O)N3CCN(Cc4ccc5c(c4)OCO5)CC3)O[C@@H](OCC)[C@@H]2CCCO)cc1	1	4.1µM*	-12%	-6%	-4	4.1µM*
O=C1CN(C(=O)/C=C/c2ccc(Br)cc2)CCN1	17*	38%[activator]	4%	8%	25	16%[0.00184 µM]
CCCCCC(=O)Nc1ccc(C(=O)CN2C(=O)NC3(CCCCCC3)C2=O)cc1	/	?	-8%	/	/	?
COc1ccc(C(=O)NCC(=O)OCC(=O)N2N=C(c3ccc(Cl)cc3)CC2c2ccco2)cc1OC (configuration not stated)	12	20%	-17%	-1%	-7	11%
Nc1ccccc1OCP(=O)(c1ccccc1)c1ccccc1	-4	-14%	11%	1%	7	-10%
c1coc(CNc2nc(-c3ccncc3)cs2)c1	36*	-7%	-25%	1%	72*	89%[activator]
CCCC(=O)N1CCN(c2nnc(-c3ccc(C)cc3)c3ccccc23)CC1	-7	?	3%	-10%	-12	4.1µM*
CCCC(=O)Nc1sc2c(c1C(=O)OC)C(C(=O)OC)CC2 (configuration not stated)	6	0%	-6%	1%	-7	-7%
CC1(c2ccc(Cl)cc2)NC(=O)N(CC(=O)NC(=O)NCc2ccco2)C1=O (configuration not stated)	-2	?	?	3%	-6	9%
Cc1cc(C)c(NC(=O)CSc2nncn2-c2cccnc2)c(C)c1	1	12µM*	10%	3%	-5	-1%
CCOc1ccc(-c2n[nH]c(C)c2-c2ccccc2OC)c(O)c1	-1	-28%	-1%	-25%	-10	3.3µM*
Cc1ccccc1NC(=O)c1ccccc1NC(=O)c1ccccc1F	-3	?	8%&2%	1%	2	5%[0.00184 µM]
Cc1cc(C)n(C(=O)/C(C#N)=N/Nc2cc(Cl)cc(Cl)c2)n1	-7	?	-1%	-1%	20	12µM*
O=C(O)C1CCCCC1C(=O)NCCC(c1ccccc1)c1ccccc1 (configuration not stated)	1	58%[activator]	2%	0%	-22	11%
CC(C)(C)c1ccc(-c2nnc(SCCN3C(=O)c4ccccc4C3=O)o2)cc1	14	80%[activator]	-7%	-1%	-6	/
C=CCOc1cccc(C(=O)N2CCCC(CCC(=O)NCc3ccccc3F)C2)c1 (configuration not stated)	29*	21%	/	-1%	73	-11%
C=CCN(CC=C)C(=O)c1cc2ccccc2c(=O)o1	7	-17%	20%	10%	8	2%
Fc1ccc(C2c3[nH]c4ccccc4c3CCN2Cc2cccn2-c2ncccn2)cc1 (configuration not stated)	-2	18%	-1%	9%	1	-3%
COc1cccc(/C(O)=C2/C(=O)C(=O)N(CCCN(C)C)C2c2cccc(Cl)c2)c1 (configuration not stated)	-1	/	-21%	8%	30	13%
Cc1ccc(S(=O)(=O)N(C)c2c(C)ccc(S(=O)(=O)Nc3ccncc3)c2C)cc1	1	8%	2%	6%	-4	6%
Cc1cc(Br)cc(Cl)c1OC(=O)c1cnccn1	-2	17%	?	-8%	1	14%
